SK-BR-3 tox 24h = SK-BR-3 proliferation inhibitors; SK-BR-3 viability, CellTiter-Glo ATP luminescence, 24 h; stronger effect = lower value; viability, % at 10 µM; hit rate 0.47% among 41,000; AID 847;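 active = viability at or below the median of all test compounds minus 3 SD, in both replicates if run twice, cut at about 45% in these data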;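 also: 100% = median untreated cell wells and 0% = median positive control drug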
* hit, by the source's call. A portion of the library; the hit share may differ from the screen's.

SMILES	SK-BR-3 tox 24h
O=C(c1ccco1)N1CCN(C2CC(=O)N(c3ccc4c(c3)OCO4)C2=O)CC1 (centres undefined)	94
COc1cc(C2CC(=O)NC(SCC(=O)Nc3ccccc3C)=C2C#N)ccc1O (centres undefined)	87
CCN(Cc1cc2cccc(C)c2[nH]c1=O)C(=O)c1ccccc1OC	81
COCCCN1C(=O)C(O)=C(C(C)=O)C1c1cccc(F)c1 (centres undefined)	77
FC(F)(F)c1cc(-c2ccco2)nc(NCc2ccccc2)n1	103
CCOC(=O)N1CCC(n2c(SCC(=O)Nc3ccccc3OC)nc3ccccc3c2=O)CC1	93
COc1ccc2c(c1)CCc1c(C(=O)NCc3cccnc3)noc1-2	85
O=C(CCCN1C(=O)c2ccccc2C1=O)NCc1cccnc1	102
CCC1Oc2ccccc2N(CC(=O)Nc2ccc3c(c2)OCCO3)C1=O (centres undefined)	81
CCC1C(=O)n2nc(-c3ccccc3)cc2N=C1C (centres undefined)	90
Cc1cc(C)n(-c2ccn(Cc3ccc(Cl)cc3Cl)c(=O)n2)n1	94
O=C(CC(Cc1ccccc1)C(=O)O)NCCc1ccc2c(c1)OCO2 (centres undefined)	78
Cn1c(SCC(=O)N2CCCCC2)nc2cccnc21	103
CCCCc1ccc(NC(=O)c2c(C)noc2C)cc1	107
COc1cc(C)c(C)cc1S(=O)(=O)N1CCN(Cc2ccc3c(c2)OCO3)CC1	86
CC(C)c1ccc(Nc2nc(NCc3ccco3)nc(N3CCOCC3)n2)cc1	102
Cc1cc(NC(=O)c2cnn3cccnc23)no1	86
COC(=O)c1ccc(-c2cc(C(=O)O)c3cc4c(cc3n2)OCCO4)cc1	102
CCN1CCN(c2c(Cl)cccc2NC(=O)c2ccc(Br)o2)CC1	62
CCOCCCn1c(=N)c(C(=O)NCc2ccc3c(c2)OCO3)cc2c(=O)n3cccc(C)c3nc21	72
COc1ccccc1N1CCN(C(c2ccccc2Cl)c2nnnn2C(C)(C)C)CC1 (centres undefined)	108
Cn1c(=O)c2cn(-c3cccc4ccccc34)cc2n(C)c1=O	104
O=C(CCC1CCCC1)NCCCN1CCOCC1	92
Cc1sc2ncn(-n3c(C)ccc3C)c(=O)c2c1C	87
COC(=O)CN(c1ccc2c(c1)OCO2)S(C)(=O)=O	94
O=C(CSc1nnc(-c2cccs2)n1-c1ccccc1)N1CCOCC1	93
CS(=O)(=O)N(CCc1ccccc1)CC(=O)NCc1ccc2c(c1)OCO2	82
OC1(c2cccc(F)c2)CCN(Cc2ccncc2)CC1	83
CC(C(=O)Nc1ncc2c(n1)CC(C)(C)CC2=O)N1C(=O)c2ccccc2C1=O (centres undefined)	92
CC(C)CCn1c(NCCN(C)C)nc2c1c(=O)[nH]c(=O)n2C	84
COC(=O)COc1ccc(S(=O)(=O)N2CCOCC2)cc1C	93
Cc1ccc2nc(CSc3nnc(Cc4cccs4)n3C3CCCCC3)cc(=O)n2c1	93
Cc1ccc(S(=O)(=O)Cn2nnnc2C(CC(C)C)N2CCN(c3ccc(F)cc3)CC2)cc1 (centres undefined)	88
O=C(c1ccc(Cl)c(F)c1F)N1CCCC1	104
O=C(NCc1ccco1)c1ccc2c(c1)C(=O)N(Cc1ccccc1)C2=O	94
CCc1nnc(NC(=O)CN2CCN(c3nc(-c4ccccc4)cs3)CC2)s1	103
O=C(O)CCSc1nc2ccc(Br)cc2[nH]1	86
CCOc1cccc(-c2nnc(SCC(=O)Nc3cc(C)ccc3OC)n2N)c1	84
O=C(CCNS(=O)(=O)c1cccc2nsnc12)NCCC1=CCCCC1	105
CCCNc1nc2c(c(=O)n(C)c(=O)n2C)n1CCc1ccccc1	69

Sorted by SMILES length (ascending): part of the list above.
SMILES	SK-BR-3 tox 24h
O=C(c1ccc(Cl)c(F)c1F)N1CCCC1	104
O=C(O)CCSc1nc2ccc(Br)cc2[nH]1	86
Cc1sc2ncn(-n3c(C)ccc3C)c(=O)c2c1C	87
COC(=O)CN(c1ccc2c(c1)OCO2)S(C)(=O)=O	94
COC(=O)COc1ccc(S(=O)(=O)N2CCOCC2)cc1C	93
Cn1c(=O)c2cn(-c3cccc4ccccc34)cc2n(C)c1=O	104
CCCNc1nc2c(c(=O)n(C)c(=O)n2C)n1CCc1ccccc1	69
O=C(CCNS(=O)(=O)c1cccc2nsnc12)NCCC1=CCCCC1	105
CCOc1cccc(-c2nnc(SCC(=O)Nc3cc(C)ccc3OC)n2N)c1	84
CCc1nnc(NC(=O)CN2CCN(c3nc(-c4ccccc4)cs3)CC2)s1	103
Cc1ccc2nc(CSc3nnc(Cc4cccs4)n3C3CCCCC3)cc(=O)n2c1	93
CC(C(=O)Nc1ncc2c(n1)CC(C)(C)CC2=O)N1C(=O)c2ccccc2C1=O (centres undefined)	92
Cc1ccc(S(=O)(=O)Cn2nnnc2C(CC(C)C)N2CCN(c3ccc(F)cc3)CC2)cc1 (centres undefined)	88

(more compounds)
SMILES	SK-BR-3 tox 24h
CCc1ccccc1NC1=NCC(=O)N1C1CCCCC1	83
Cc1ccc(-c2noc(C3CCCN(C(=O)c4ccccc4)C3)n2)o1 (centres undefined)	91
COc1ccc(CCNC2CCN(C)CC2)cc1OC	88
O=C(Nc1ccon1)c1cccc(C(F)(F)F)c1	84
Cc1nn(C)c(C)c1CN(C)C(=O)c1cc2nc(-c3ccco3)cc(C(F)(F)F)n2n1	71
O=C(COc1ccccc1)Nc1ccccc1N1CCN(c2ccccc2)CC1	81
CCOc1ccc(S(=O)(=O)Nc2ccc(S(=O)(=O)N3CCOCC3)cc2)cc1	83
COc1ccc(-c2oc3ncn(CCN4CCOCC4)c(=N)c3c2-c2ccc(OC)cc2)cc1	64
O=C(CN1C2CCCC1CC(NC(=O)c1ccco1)C2)Nc1ccccc1C(F)(F)F (centres undefined)	82
CC(=O)NCCc1ccc(S(=O)(=O)Nc2cccnc2)cc1	91
Cn1c(=O)[nH]c(=O)c2c1nc(NCCCn1ccnc1)n2Cc1ccc(F)cc1	93
Cc1ccc2c(=O)c(CN(C)C3CCN(C)CC3)c(C)[nH]c2c1C	74
CC(C)CN1C(=O)NC(NC(=O)c2ccco2)(C(F)(F)F)C1=O (centres undefined)	98
COc1cccc(C2/C(=C(/O)c3ccncc3)C(=O)C(=O)N2CCCN(C)C)c1 (centres undefined)	98
Cc1ccc(-c2nnc(N(C)C(=O)c3ccccn3)s2)cn1	90
COc1cc(C(=O)Nc2ccc(S(=O)(=O)Nc3cc(C)on3)cc2)cc(OC)c1OC	116
CC(C)(/C=N/O)/[N+]([O-])=C/C=[N+](\[O-])C(C)(C)/C=N/O	119
COC(=O)CSc1ccccc1C(=O)OC	94
O=C(NCC1CCCO1)C1CCCCN1S(=O)(=O)c1ccc(F)cc1 (centres undefined)	95
O=C(Nc1nc(-c2nc3ccccc3s2)cs1)c1ccc(S(=O)(=O)N2CCOCC2)cc1	70
Cc1[nH]nc2c1C1(CCOCC1)C(C#N)=C(N)O2	105
C=C(C)Cn1c(CCCNC(=O)CCC)nc2ccccc21	91
COC(=O)[C@H](CCSC)NC(=O)NC1CCN(Cc2ccccc2)CC1	93
CN(Cc1ccccc1)S(=O)(=O)c1ccc2c(c1)OCCO2	84
O=C(NCC1CCNCC1)c1ccncc1	89
COc1ccc(-c2nc(-c3ccc(Br)cc3)no2)c(OC)c1	84
O=c1ccn(CCOc2ccc(Cl)cc2)c(=O)[nH]1	91
CCCC(=O)N1CCN(c2ccc(C(=O)c3ccc(OC)c(Br)c3)cc2F)CC1	94
COc1ccccc1CNC(=O)c1oc2ccc(S(=O)(=O)N3CCCC3)cc2c1C	76
COc1ccccc1-c1nc(C#N)c(N2CCC(Cc3ccccc3)CC2)o1	94
COC(=O)CNC(=O)c1c(C)cc(=O)oc1C	85
Cc1ccccc1NC(=O)NCCCN1CCN(C2CCCCC2)CC1	93
CCn1c(SCC(=O)Nc2sc(C)c(C)c2C#N)nnc1C(C)C	92
CCCNS(=O)(=O)c1ccc(NC(=O)c2ccccn2)cc1	93
Cc1ccc(C(=O)c2ccccc2C(=O)O)c(O)c1	113
Cc1cc(C)c(C#N)c(SCC(=O)OC2CCCCC2)n1	121
CCCCCn1c(N2CCC(C(N)=O)CC2)nc2c1c(=O)[nH]c(=O)n2C	104
COc1cccc(NC(=O)C2CCCN(S(=O)(=O)c3cccc4nsnc34)C2)c1 (centres undefined)	74
COc1cc(C2C(C(=O)c3cccs3)=C(O)C(=O)N2Cc2ccco2)cc(OC)c1OC (centres undefined)	123
CCc1c(C)nc2ncnn2c1N1CCC(C(=O)Nc2ccccc2)CC1	63
C=CCN(c1ccc(C(N)=O)cc1)S(C)(=O)=O	93
C=CCN=C(NC#N)SCc1ccccc1Cl	66
C1=C(c2ccccc2)Nc2nnnn2C1	95
CN(C)CCCN1C(=O)C(=O)/C(=C(/O)c2ccc(OCc3ccccc3)cc2)C1c1cccnc1 (centres undefined)	99
Cc1nc(NC(=O)CSc2ccccc2N)sc1C	75
CCOc1ccc(Nc2cc(C)nc(-n3nc(C)cc3C)n2)cc1	86
O=C(NCc1ccc2c(c1)OCO2)c1ccc(COc2cccc(Cl)c2)o1	93
Cc1cc(C)c(NC(=O)CSc2nnc(-c3ccco3)n2N)c(C)c1	98
O=C(c1ccco1)N1CCN(S(=O)(=O)c2ccc(S(=O)(=O)NC3CC3)cc2)CC1	76
CCn1c(/C(C#N)=C(\O)CCc2ccccc2)nc2ccccc21	96
CCn1c(N2CCN(CC(=O)c3c(C)n(C)c4ccccc34)CC2)nc2c1c(=O)[nH]c(=O)n2C	75
N#CC1=C(SCc2ccccc2Cl)NC(=O)C(C(N)=O)C1 (centres undefined)	76
COc1ccc2[nH]c3nc(SCc4nnc(-c5ccccc5)o4)nnc3c2c1	90
COc1cccc(NC(=O)c2ncn[nH]2)c1	110
COc1ccccc1NC(=O)CSc1nc2ncccc2[nH]1	95
CCN(CC)CCNC(=O)C1CCC(=O)N(c2ccc(OC)cc2)C1c1ccc(F)cc1 (centres undefined)	91
CC1(C)Oc2ccc(C(=O)N3CCOCC3)cc2N(CC(=O)Nc2ccccc2)C1=O	87
COCCCn1c(Cc2ccccc2)nnc1SCC(=O)N1CCCCC1	79
CCOC(=O)c1ccc2[nH]c3c(c2c1)CCCCC3=O	101
CCOc1ccc(Br)cc1S(=O)(=O)N1CC(C)OC(C)C1 (centres undefined)	107
The list continues.
SMILES	SK-BR-3 tox 24h
COC(=O)c1ccccc1NC(=O)Cn1cnc2c1c(=O)n(C)c(=O)n2C	85
Cn1cnnc1SCC(=O)c1cc2ccccc2oc1=O	77
Cc1nc(NCCCO)c(C#N)c2c1COC(C)(C)C2	94
O=C(OC(C(=O)NC1CCCC1)c1ccc(F)cc1)c1ccno1 (centres undefined)	107
COc1ccc(-c2noc(CCC(=O)NCc3cccnc3)n2)cc1OC	85
O=C1C2CCCN2C(c2cccs2)N1c1ccc(Cl)cc1 (centres undefined)	76
CCCn1c(CN(C)Cc2ccccc2)nc2c1c(=O)n(C)c(=O)n2C	100
COc1c(Cl)cc(Cl)cc1/C=N/n1cnnc1	103
CCCOC(=O)c1ccc(Oc2cn[nH]c2-c2ccc(OCC)cc2O)cc1	55
CCN(CC)C(=O)CSc1nnc(-c2cccnc2)n1CCc1ccccc1	91
O=C(OCc1c(Cl)cccc1Cl)c1cnccn1	97
CCCSC1=C(C#N)C(c2ccc(Cl)cc2Cl)CC(=O)N1 (centres undefined)	94
O=C(NC(=O)c1ccccc1)OCC(F)(F)F	82
O=C(c1cc2nc(C3CC3)cc(C(F)F)n2n1)N1CCOCC1	100
CCOC(=O)c1c(C)nc(-c2ccccc2)nc1NC(=O)C(C)C	104
O=C(NC1CCCC1)c1cnc2n(c1=O)CCS2	78
O=C(CSc1ccc(Cl)cc1)Nn1cnnc1	94
Cc1noc(C)c1S(=O)(=O)N1CCCC(C(=O)NCCc2ccccc2)C1 (centres undefined)	88
Cc1cc(C(F)F)n2ncc(C(=O)NCc3ccccc3)c2n1	79
COc1cc(C(=O)n2nc(C)cc2C)cc(OC)c1OC	110
Cn1c(SCC(=O)NC2CC2)nnc1-c1ccco1	118
CCOC(=O)C(CCC#N)(CCC#N)C(=O)OCC	95
COc1ccc(CCNc2ncnc3[nH]ncc23)cc1OC	93
c1csc(C(c2nnnn2C2CCCC2)N2CCOCC2)c1 (centres undefined)	100
COc1ccc(-n2c(SCC#N)nnc2-c2cccnc2)cc1	87
Cc1cccc(Nc2ccccc2)c1	85
Cn1c(CN2CCCCC2)nc2cc(NS(=O)(=O)c3ccc(Cl)cc3)ccc21	74
Cc1cccc(NC(=O)CSc2nnc(CSc3nc(C)cc(C)n3)n2Cc2ccco2)c1	68
CCN(CC)CCCN1C(=O)C(=O)/C(=C(/O)c2ccc(OC)cc2)C1c1ccco1 (centres undefined)	93
O=C(Nc1ccc2oc(-c3cccnc3)nc2c1)c1cccnc1	87
CCc1cc2c(=O)c(-c3nc4ccccc4[nH]3)coc2cc1OC(=O)N1CCOCC1	96
O=C(CC12CC3CC(CC(C3)C1)C2)N1CCOCC1	93
Fc1ccc(OCc2nn3cnnc3s2)cc1	92
CC(=O)Nc1cnn(Cc2ccc(Br)cc2)c1	84
CCOC(=O)CSc1nc2c(c(=O)[nH]c(=O)n2C)n1C/C=C(/C)Cl	89
CCNc1nc(NCC)nc(OCCOC(=O)c2ccccc2)n1	89
CCCCn1nnc(NC(=O)c2ccco2)n1	91
COc1ccc(OC)c(NC(=O)CSC2=C(C#N)C(c3ccco3)C3=C(CCCC3=O)N2)c1 (centres undefined)	94
COc1cc(OC)cc(C(=O)NC2CC3CCC(C2)N3Cc2ccco2)c1 (centres undefined)	116
Cn1c(C(=O)NC2CCCCC2)cc2sccc21	62
CCOc1ccc(-c2nc(-c3ccc(OC)c(OC)c3)no2)cc1OCC	109
O=C(CN(C(=O)Cn1nnc(-c2cccs2)n1)c1ccc2c(c1)OCCO2)NC1CCCCC1	79
Cc1ccc2c(c1)cc(CN(CCc1ccccc1)C(=O)N1CCOCC1)c1nnnn12	73
COc1ccc(CCNC(=O)c2nnc(Cc3c(F)cccc3Cl)o2)cc1OC	79

Of the compounds above, 4 contain a COOH group:
SMILES	SK-BR-3 tox 24h
O=C(CC(Cc1ccccc1)C(=O)O)NCCc1ccc2c(c1)OCO2 (centres undefined)	78
COC(=O)c1ccc(-c2cc(C(=O)O)c3cc4c(cc3n2)OCCO4)cc1	102
O=C(O)CCSc1nc2ccc(Br)cc2[nH]1	86
Cc1ccc(C(=O)c2ccccc2C(=O)O)c(O)c1	113

High-throughput results as filed in PubChem.
